Compound activity from PubChem.
p97 inhibitor: inhibitors of human p97 ATPase | 220,000 tested, 0.42% active | recombinant p97 ATPase, Kinase-Glo ATP luminescence, 3 h | inhibition, % at 8 µM | P55072; in the data active means inhibition above about 15%;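 further: 0% = DMSO vehicle and 100% = wells lacking enzyme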
KLK5 inh: blocks human kallikrein 5 protease activity; recombinant hK5, fluorogenic AMC substrate cleavage; inhibition, % at 5 µM; 210,000 tested, 0.59% active; AID 873;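 active means inhibition of 40% or more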;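 further: 0% = enzyme controls without compound and 100% = no-enzyme blanks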
FXIIa inh: factor XIIa (human) inhibition; P00748; purified FXIIa, Boc-QGR-AMC fluorogenic substrate, 2 h; inhibition, % at 5 µM; 220,000 tested, 0.3% active; AID 800; in the data active means inhibition above about 40%;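 further: 0% = enzyme with no compound and 100% = blank without enzyme; many of its hits are not listed in these tables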
Mdm2 ligase inh: Mdm2 E3 ligase (human) inhibition; cell-based MDM2 ubiquitination luciferase reporter, 2 h; 0 = plate control, 100 = twice control, blank-subtracted; signal enhancement, % at 5 µM; 210,000 tested, 0.11% active; AID 1230;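 active means signal enhancement of 30% or more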;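 further: luminescence tracks abundance of the self-degrading MDM2-luciferase fusion protein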
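system = mammalian cells stably expressing self-ubiquitinating, self-degrading MDM2 E3–luciferase fusion | quantity = 2000 cells per well seeded | incubation = 4 h cell settling then 2 h compound exposure, 37 °C | signal = SteadyLite luminescence, 15 min reagent step | benchmarks = plate control and blank wells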
FXIa inh: factor XIa (human) inhibition. purified FXIa, Boc-Glu-Ala-Arg-AMC fluorogenic substrate. 220,000 tested, 0.14% active. P03951. inhibition, % at 5 µM;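 active means inhibition of at least 40%; inactive means inhibition below 40%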;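 further: fluorescence of freed AMC excited at 355 nm; 0% = enzyme without compound and 100% = no enzyme blank; many of its hits are not listed in these tables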
14-3-3 Bad PPI: disrupts binding of bovine 14-3-3 zeta to phospho-Bad peptide. TR-FRET 14-3-3zeta/Dy647-pBad peptide displacement, 1 h. P63103. 220,000 tested, 0.71% active. inhibition, % at 21.7 µM. AID 781;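 active means inhibition above about 70%, limit read from the data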;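 further: 0% = full 14-3-3 plus peptide FRET controls and 100% = background without 14-3-3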
eIF4E-4G inh: inhibitors of eIF4E and eIF4G interaction in translation initiation. P63073+Q04637. TR-FRET eIF4E-eIF4GI(517-606) binding, 2 h. inhibition, % at 21.7 µM. 220,000 tested, 0.37% active. AID 782;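 active means inhibition above about 30%, limit read from the data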;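 further: 0% = full FRET control wells and 100% = background wells lacking eIF4GI fragment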
Rad51 HR inh: blocks human Rad51 in homologous recombination; Q06609; hRad51 DNA strand exchange, fluorescence dequenching; inhibition, % at 10 µM; 200,000 tested, 0.085% active;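 active means inhibition above 40% at the single screening dose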;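 further: 0% = DMSO control wells and 100% = blanks with heterologous ssDNA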
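System: hRad51 filaments on single-stranded DNA; reagent: Fluorescein- and BHQ1-tagged 47-mer duplex; compound dosing: one concentration, 10 µM final; timing: filaments 15 min 37 °C, then compound 30 min; measured by: fluorescein emission 520 nm, excitation 485 nm; benchmarks: per-plate controls and blanks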
Wee1 degr inh: inhibitors of human Wee1 degradation; reporter increase, % at 5 µM; HeLa Luc-Wee1K328M stability, luciferase luminescence; 100% = proteasome inhibitor MG132 effect; P30291; 220,000 tested, 1.2% active;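 active means activation above the mean of all tested compounds plus 3 SD, set per screening run, cut at about 8.8% in these data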;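 further: cells exposed to compound for 20 h before luminescence read; 0% = DMSO alone and 100% = MG132 at 30 µM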
Starred values were filed as active, the others as inactive; nt = no result given; & = joins results of further samples; [ ] = remark or other dose.

SMILES | p97 inhibitor | KLK5 inh | FXIIa inh | Mdm2 ligase inh | FXIa inh | 14-3-3 Bad PPI | eIF4E-4G inh | Rad51 HR inh | Wee1 degr inh
O=C(O)COc1ccccc1C1C2C(=O)N(c3ccccc3)C(=O)C2ON1c1ccccc1 (configuration not stated) | 1.7 | -9.7 | 8.7 | 5.5 | 7.7 | -10.4[fluorescence artefact?] | -6.8[fluorescence artefact?] | 25.5 | 0.8
C[C@H](N)C(=O)OCc1ccc([N+](=O)[O-])cc1 | -1.3 | 4.7 | -2.3 | -12.1 | -18.8 | 3.3 | 1.9 | -11.5 | -0.6
CCOC(=O)c1[nH]c(C)c(C(=O)Nc2ccc(C)c(F)c2)c1C | -3.3 | 6.2 | 9.0 | -4.5 | -10.3 | -1.7 | -0.6 | -3.4 | -0.3
CN(C)CCNc1oc(-c2ccccc2F)nc1C#N | 2.7 | -8.1 | 8.7 | -5.3 | -0.9 | 5.6[fluorescence artefact?] | -4.5[fluorescence artefact?] | 5.5 | 2.5
Cc1cc(/C=C2\SC(=S)N(C)C2=O)c(C)n1-c1cccc(O)c1 | -1.3 | 24.3 | 6.7 | -64.0 | 64.9* | -1.4 | -0.5 | -65.6 | 1.3
COc1ccc(S(=O)(=O)N(C)CC(=O)Nc2ccc(F)cc2)cc1 | 1.9 | -27.4 | 12.0 | -10.3 | 5.3 | -6.1 | -1.7[fluorescence artefact?] | 2.8 | -4.1
N#CC(=C=[N-])c1nc2ccccc2nc1-[n+]1ccccc1 | 3.4&-2.3 | -2.0&-8.7 | 8.1&6.6 | 0.2&-8.4 | -1.3&1.9 | -0.3&3.9 | -7.2&-0.1 | -19.4&-11.9 | 0.3&-0.2
Cc1cc(C)n(C(=O)CCCCCCCCC(=O)n2nc(C)cc2C)n1 | -2.8 | -23.7 | -19.2 | -12.2 | -21.0 | -1.3 | 1.2 | 3.0 | 2.5
CCN1CC(CN(C)Cc2nc(-c3ccc(C(F)(F)F)cc3)oc2C)CC1=O (configuration not stated) | -1.9 | nt | 5.3 | 0.9 | 2.4 | -4.1 | 2.6 | nt | 2.3
CCCSc1nnc(C(C)C)n1N | 0.6 | 4.1 | 12.8 | -0.2 | 3.0 | 4.1[fluorescence artefact?] | 6.3[fluorescence artefact?] | -3.4 | 1.1
COc1ccc(CCNC(=O)c2nnn(-c3cc(C)cc(C)c3)c2N)cc1OC | -2.5 | -19.7 | 17.8 | -4.2 | 8.6 | 3.9 | -1.3 | -1.0 | 1.9
Cc1noc(C)c1COc1cccc(C(=O)Nc2cccnc2)c1 | 5.3 | -18.2 | -3.0 | 10.2 | 4.4 | 36.1 | -3.4 | 6.5 | -2.5
Nn1cc(-c2ccccc2)nc1SCC(=O)NC1CCS(=O)(=O)C1 (configuration not stated) | 2.4 | 13.4 | -5.3 | -11.5 | -4.0 | -6.4[fluorescence artefact?] | -2.3 | -6.5 | -3.9
CCCc1cc(C(=O)O)c2ccccc2n1 | -5.2 | 0.8 | 8.1 | -10.9 | -6.4 | 36.4 | -4.2 | -1.9 | 2.7
Cc1[nH]c2ccccc2c1C(=O)NS(=O)(=O)Nc1ccc(Cl)cc1 | 4.5 | 6.9 | 5.0 | -8.0 | 10.6 | -16.3 | 1.4 | 19.5 | -1.0
COc1ccc(N2CCN(c3n[nH]c(N)n3)CC2)cc1 | 1.5 | -7.8 | 6.6 | -6.4 | -2.0 | -12.9 | 7.4 | 8.4 | 2.1
COc1ccc(C(=O)N2CC3(CC(c4cccc([N+](=O)[O-])c4)=NO3)C[C@H]2C(=O)NCC(N)=O)cc1 (some centres not stated) | 0.0 | -5.1 | 9.3 | -6.6 | 6.8 | 7.6 | -0.1 | -2.1 | -2.3
CSc1nsc(SC)c1NC(=O)OCCc1ccccn1 | -2.5 | -10.9 | 14.3 | 0.7 | -0.2 | -4.0[fluorescence artefact?] | -7.0[fluorescence artefact?] | -1.3 | 0.5
CC1=NN(c2ccccc2)C(=O)/C1=C/C=C/c1ccc(N(C)C)cc1 | 6.4 | -1.5 | 6.6 | -91.4 | 4.1 | -17.1 | 0.1 | 5.9 | 1.2
COc1c(C)cc(C(=O)C2CCCN(C(=O)CCCn3cncn3)C2)cc1C (configuration not stated) | 0.1 | 4.3 | 9.4 | -51.6 | 5.9 | 9.2 | -0.5 | -15.0 | -0.7
CC(C)CCNC(=O)CNC(=S)N(Cc1ccccc1)Cc1cccnc1 | -4.7 | -18.4 | 3.7 | -2.2 | 0.1 | -25.8 | 1.2[fluorescence artefact?] | 0.0 | 0.7
N#C/C(=C(/O)c1ccco1)c1nc2ccccc2s1 | -1.3&5.4 | -5.3&1.9 | 1.4&13.1 | -3.2&-2.1 | -2.8&1.8 | -1.0&66.0 | 2.5&8.3 | -4.1&-7.9 | -2.4&0.1
O=C(Nc1ccc2nc3n(c(=O)c2c1)CCCC3)c1ccccc1[N+](=O)[O-] | 5.7 | -20.0 | 10.3 | -2.9 | 8.5 | -2.0 | -0.1 | 0.4 | -1.2
O=C(Oc1ccc(Br)cc1)c1cncc(Br)c1 | 4.4 | -10.5 | -10.5 | -9.4 | -10.1 | -7.1 | -5.4[fluorescence artefact?] | -7.2 | -1.7
COC(=O)c1[nH]c2cc(OC)ccc2c1NC(=O)CCN1CCCC(C)(C)C1 | 3.6 | -11.8 | 20.6 | 1.0 | 13.9 | 10.9 | 2.5 | 3.8 | 0.7
Cc1nc([N+](=O)[O-])c(C(=O)OCc2ccccc2)n1C | -7.0 | 0.7 | 3.8 | -9.2 | -4.1 | 19.9 | 5.1 | -8.3 | -1.2
CNC(=O)c1nc(C)n(-c2ccc([N+](=O)[O-])cc2)n1 | 4.4 | 2.8 | 9.7 | -12.5 | -3.3 | -7.1 | 1.6 | 5.0 | -1.8
O=C(CSc1ccccn1)Nc1ccccc1F | 2.7 | -14.2 | 8.8 | -9.9 | 7.1 | 5.4 | 0.4 | nt | 4.9
CCO[C@@H]1OC(C(=O)NCc2ccccc2)=C[C@H](c2ccc(C(F)(F)F)cc2)[C@H]1CCCO | 4.1 | -8.3 | -3.4 | nt | -5.8 | 3.9 | 4.9 | 5.9 | -0.3
CCOC(=O)c1c(NC(=O)Cc2cccs2)sc(C(=O)NC2CCCCC2)c1C | -0.1 | -16.3 | 11.3 | -3.9 | 6.3 | 7.9[fluorescence artefact?] | 6.5 | 2.0 | -0.2
O=C(NCCCN1CCCC1=O)c1ccc2c(c1)OCO2 | 2.0 | -23.3 | 29.0 | -15.3 | 18.6 | 0.1 | -2.2 | -15.1 | 1.3
O=C(N/N=C/c1ccccc1[N+](=O)[O-])c1ccc(COc2ccccc2-c2ccccc2)cc1 | 0.8 | -6.1 | 5.7 | -11.6 | -4.2 | -0.7 | -5.4[fluorescence artefact?] | 0.0 | -2.0
Cc1ccccc1OCc1nc2ccccc2c(=O)n1/N=C/c1ccco1 | -0.2 | -7.5 | 1.3 | -8.8 | -8.9 | -1.8 | 3.5 | 3.2 | 3.5
CC(C)(C)c1cc[n+](C2=C([O-])c3ccccc3C(=O)/C2=N\S(=O)(=O)c2ccccc2)cc1 | 2.9 | -3.4 | 16.1 | -24.0 | 0.6 | -3.5 | -1.0 | 18.0 | -1.2
Cc1cccc(-n2c(N)cc(=O)nc2SCC(=O)NC2CCCCC2)c1 | 4.5 | -18.1 | 2.3 | -17.4 | 11.7 | -2.9 | -3.9[fluorescence artefact?] | 1.5 | 0.0
CCCCc1c(O)nc(SCC(=O)c2ccccc2)[nH]c1=O | 7.7 | 3.8 | 8.5 | -2.2 | 4.5 | 3.0 | -0.1[fluorescence artefact?] | 0.0 | -3.1
CCOC(=O)c1[nH]c2ccc(F)cc2c1NC(=O)CCN1CCSCC1 | 0.4 | -12.0 | -13.8 | -13.5 | -14.0 | nt | nt | -6.4 | 0.1
Nn1c(SCC(=O)NC(=O)Nc2ccc3c(c2)OCCO3)nnc1C1CC1 | -0.6 | -1.1 | 3.0 | -8.6 | 2.4 | 6.0 | -4.5 | 2.4 | 4.4
COc1cccc(NC(=O)C(=S)NC2CCCCC2)c1 | 0.7 | -3.0 | 8.7 | -25.0 | -2.8 | -8.0 | 1.9 | 11.1 | 9.7*
O=C(NCc1ccoc1)c1ccc(NC(=O)c2ccccc2Cl)cc1 | -0.2 | 2.1 | 0.2 | 2.6 | -1.2 | 1.6 | -0.6 | -4.4 | -2.2

Look-ups from above:
Entry of COc1cccc(NC(=O)C(=S)NC2CCCCC2)c1 under 14-3-3 Bad PPI: -8.0
Entry of Cc1cccc(-n2c(N)cc(=O)nc2SCC(=O)NC2CCCCC2)c1 under 14-3-3 Bad PPI: -2.9

Only KLK5 inh, eIF4E-4G inh and Mdm2 ligase inh, for some of the entries so far:
mol	KLK5 inh	eIF4E-4G inh	Mdm2 ligase inh
N#C/C(=C(/O)c1ccco1)c1nc2ccccc2s1	-5.3&1.9	2.5&8.3	-3.2&-2.1
CCO[C@@H]1OC(C(=O)NCc2ccccc2)=C[C@H](c2ccc(C(F)(F)F)cc2)[C@H]1CCCO	-8.3	4.9	nt
CC(C)(C)c1cc[n+](C2=C([O-])c3ccccc3C(=O)/C2=N\S(=O)(=O)c2ccccc2)cc1	-3.4	-1.0	-24.0
Cc1nc([N+](=O)[O-])c(C(=O)OCc2ccccc2)n1C	0.7	5.1	-9.2
O=C(Nc1ccc2nc3n(c(=O)c2c1)CCCC3)c1ccccc1[N+](=O)[O-]	-20.0	-0.1	-2.9

Next compounds follow.
SMILES | p97 inhibitor | KLK5 inh | FXIIa inh | Mdm2 ligase inh | FXIa inh | 14-3-3 Bad PPI | eIF4E-4G inh | Rad51 HR inh | Wee1 degr inh
O=C(NC1CCCCC1)C(Cc1ccccc1)N1C(=O)C2C3CCC(C3)C2C1=O (configuration not stated) | -2.3 | -3.6 | 8.0 | -18.9 | -2.5 | -8.8 | -0.8 | -3.4 | 0.9
O=C(CCN1C(=O)COc2ccccc21)N1CCN(c2ccccn2)CC1 | -4.0 | -14.8 | 12.2 | -4.8 | -1.5 | -4.3[fluorescence artefact?] | 6.5 | -4.5 | -1.9
CCOC(=O)c1cnn(-c2nc(-c3ccccc3F)cs2)c1C(F)(F)F | -3.5 | 8.9 | 30.3 | -19.9 | 18.6 | -15.6 | -3.0 | -0.5 | 1.2
O=C(COc1ccc(S(=O)(=O)N2CCCC2)cc1)NCc1ccco1 | 3.5 | -8.1 | 8.0 | -21.9 | -4.3 | -3.1 | -0.6 | -7.9 | 2.2
COC(=O)C(C)Sc1ccc2nnc(-c3ccc(F)cc3)n2n1 (configuration not stated) | 3.1 | -9.9 | 12.1 | -5.3 | -2.3 | nt | nt | -4.5 | -0.3
O=C(O)c1cccc(NS(=O)(=O)c2ccc(C3CCCCC3)cc2)c1 | 6.9 | nt | 6.9 | nt | 4.2 | -3.1 | 1.6 | nt | 1.9
Cc1cccc(N(C(=O)C(F)(F)F)C(C(=O)NC2CCCCC2)c2cccs2)c1 (configuration not stated) | 2.1 | -1.1 | 11.8 | -16.6 | 2.7 | 7.0 | 0.8 | -1.4 | 3.4
O=C1/C(=C/c2c[nH]c3ccccc23)CCC/C1=C\c1c[nH]c2ccccc12 | 28.8* | 5.5 | 4.7 | 7.9 | 5.6 | 0.7[fluorescence artefact?] | 19.1 | -32.9 | 0.4
CCOC(=O)/C(=C\c1cccnc1)C(=O)c1cc(C(C)=O)c(Nc2ccccc2)s1 | 3.7 | -3.9 | 14.5 | -18.4 | 1.1 | -2.5 | -1.1 | -1.9 | 1.5
